Source: PubChem (several laboratories)
Wnt bcat act: Wnt/beta-catenin pathway activators, primary screen, cell-based, plate reader, single point | actives 1.2% (n = 300,000) | activation, % at 9.35 µM | AID 743398, 2014 | Wnt/beta-catenin reporter cell assay, activator; in the data active = activation above about 30%, passing the limit was not always enough;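 also: 0% = neutral control wells and 100% = positive control wells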
Tat export inh: E. coli Tat export inhibitors, primary screen, MC4100, TorA-mCherry reporter, fluorescence, single point | inhibition, % at 10 µM | actives 0.036% (n = 340,000) | AID 488895, 2010;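 active = mean replicate inhibition at least 50% and at least half of replicates individually reaching 50%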;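 also: exported cargo escapes ClpAP degradation while cytoplasmic cargo is degraded and loses fluorescence; 0% = median of neutral control wells and 100% = median of NaSCN control wells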
phage Ecoli inh: growth loss of phage-infected E. coli, primary screen, RecBCD inhibitor project, absorbance, with phage, HTS | actives 0.26% (n = 360,000) | inhibition, % at 11.9 µM; in the data active = inhibition above about 11%
CAL PDZ FP-1: untagged CAL PDZ binding inhibitors, primary screen, biochemical, fluorescence polarization, HTS; Golgi-associated PDZ and coiled-coil motif-containing protein (Homo sapiens), Q9HD26; purified CAL PDZ, TMR-peptide fluorescence polarization, 1 h; inhibition, % at 24.9 µM; actives 0.92% (n = 300,000); AID 602252, 2012;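 active = mean inhibition of at least 30% with at least half of replicates also reaching 30%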;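 also: 0% = DMSO neutral control and 100% = excess unlabeled competitor peptide PRC23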
MITF act: activators of MITF-driven TRPM1 promoter reporter, primary screen, cell-based, SK-MEL-5, luciferase, single point; SK-MEL-5 TRPM1-promoter luciferase, 24 h; % of positive control, neutral wells = 0; activation, % at 12.5 µM; actives 0.75% (n = 300,000); AID 588334, 2011;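 active = mean activation of at least 80% with every replicate also reaching 80%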;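 also: 0% = neutral control wells and 100% = parthenolide positive control wells; values of inactives mirror those of a sister screen read the other way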
AddAB inh: growth inhibition of E. coli expressing H. pylori AddAB, primary screen, AddAB inhibitor project, absorbance; inhibition, % at 11.9 µM; actives 0.29% (n = 330,000); AID 435030, 2010; in the data active = inhibition above about 12%;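 also: 0% = vehicle wells of infected cells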
SR-BI DiI-HDL act: activators of SR-BI mediated DiI-HDL uptake, primary screen, ldlA[mSR-BI] CHO cells, DiI fluorescence. 3 h; 100 = double the neutral-control signal. activation, % at 12.5 µM. actives 0.096% (n = 320,000). AID 504775, 2011;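 active = mean replicate activation of at least 60% and every replicate at or above 60%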;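 also: 0% = median plate neutral-control signal and 100% = twice that signal; values of inactives mirror those of a sister screen read the other way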
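material = CHO ldlA[mSR-BI] cells | medium = Ham's F12 with 0.5% BSA, HEPES 25 mM, pH 7.4 | reagent = fluorescent DiI-HDL, 10 µg/mL final | compound dosing = single-point compound dose | incubation = 3 h, 37 °C | measured by = bottom-read fluorescence, 550/595 nm | measure = HDL uptake via cellular fluorescence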
SR-BI HDL uptake: inhibitors of SR-BI mediated HDL lipid uptake, primary screen, ldlA[mSR-BI] cells, fluorescence, single point; actives 0.96% (n = 320,000); inhibition, % at 12.5 µM; ldlA[mSR-BI] CHO cells, DiI-HDL uptake fluorescence, 3 h; Scavenger receptor class B member 1 (Mus musculus), Q61009;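 active = mean replicate inhibition of at least 70% and a set share of replicates each scoring 70 or more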;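 also: 0% = median of neutral control wells and 100% = median of positive control wells; values of inactives mirror those of a sister screen read the other way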
Target sequence (Q61009 whole entry, looked up): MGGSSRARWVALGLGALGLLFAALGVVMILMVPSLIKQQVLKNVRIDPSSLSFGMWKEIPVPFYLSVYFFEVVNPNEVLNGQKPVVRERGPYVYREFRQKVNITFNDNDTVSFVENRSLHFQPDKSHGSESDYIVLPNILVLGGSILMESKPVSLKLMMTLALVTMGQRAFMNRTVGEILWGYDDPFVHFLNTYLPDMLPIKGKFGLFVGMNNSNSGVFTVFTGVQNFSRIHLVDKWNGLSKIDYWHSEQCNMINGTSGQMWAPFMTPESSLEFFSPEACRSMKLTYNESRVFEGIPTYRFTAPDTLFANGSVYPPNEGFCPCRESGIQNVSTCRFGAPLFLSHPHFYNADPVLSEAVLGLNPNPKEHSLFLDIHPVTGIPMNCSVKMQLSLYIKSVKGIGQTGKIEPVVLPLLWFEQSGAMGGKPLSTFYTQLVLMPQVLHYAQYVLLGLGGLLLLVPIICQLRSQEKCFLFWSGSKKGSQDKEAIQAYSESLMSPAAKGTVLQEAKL
E coli growth: E. coli V3065 growth inhibition, primary screen, counter-screen for AddAB inhibitor project, absorbance, OD600; 18 h; inhibition, % at 11.9 µM; actives 0.27% (n = 330,000); AID 449728, 2010;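 active = inhibition above the campaign's mean inhibition across all tested compounds plus 3 SD, cut at about 9.9% in these data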;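 also: uninfected addAB+ strain grown without phage in ampicillin broth; 0% = DMSO wells and 100% = ciprofloxacin 0.95 µg/ml wells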
CAL PDZ FP-2: CAL PDZ peptide-binding inhibitors, primary screen, biochemical, fluorescence polarization, Cer-tagged CAL PDZ, HTS; purified CAL PDZ, TMR-peptide fluorescence polarization, 1 h; inhibition, % at 20 µM; actives 0.02% (n = 330,000); AID 504414, 2011;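 active = highest replicate inhibition of at least 40%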;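 also: plate controls were DMSO neutral control wells for no effect and unlabeled competitor peptide control wells for full effect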
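Test system: tagged CAL PDZ domain / Buffer or medium: sodium phosphate/NaCl buffer pH 7.4 with TCEP, IgG, Thesit / Reagent: TMR-labelled reporter peptide T*-PRC34 bound in PDZ groove / Compound dosing: single point, 20 µM / Schedule: 1 h incubation at room temperature before polarization reading / Technique: fluorescence polarization (mP) / Benchmarks: unlabelled peptide, DMSO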
Starred values were filed as active, the others as inactive; nt = no result given.

SMILES	CAL PDZ FP-2	MITF act	Tat export inh	SR-BI HDL uptake	E coli growth	Wnt bcat act	SR-BI DiI-HDL act	CAL PDZ FP-1	phage Ecoli inh	AddAB inh
O=C(CS(=O)(=O)c1ccccc1)N1CCCCC1	-0.7	8	2	6	0.8	5	-6	-2	-0.7	0.3
CN(Cc1ccccc1)C(=O)CCC(=O)N(C)Cc1ccccc1	-0.5	65	-11	4	0.6	nt	-4	-5	1.9	0.9
COc1ccc(N2CCN(c3oc(Cc4cccc5ccccc45)nc3C#N)CC2)cc1	nt	5	-9	34	-0.8	nt	-34	-5	4.5	3.0
O=C(O)CSc1nc2sc3c(c2c(=O)n1Cc1ccccc1)CCCCC3	nt	50	4	-51	-0.3	9	51	-7	3.0	-1.0
Cn1ccnc1COc1ccc(C=O)cc1	-3.5	nt	5	-33	0.0	0	33	-3	3.8	1.8
CCc1ccc(Nc2n[n+](-c3ccccc3)c(-c3cccc(Cl)c3Cl)s2)cc1	0.2	-14	4	19	0.1	-4	-19	-3	0.6	-1.9
CCCCN(C(=O)c1cccc(S(=O)(=O)N(C)c2ccc(C)cc2)c1)c1c(N)n(CCCC)c(=O)[nH]c1=O	-1.4	-2	3	-23	-1.0	2	23	-7	1.2	1.7
CCN(CC)c1ccc2c(c1)C(=O)N(C)C2=O	-0.8	25	5	15	-0.2	nt	-15	0	1.3	0.7
COC(=O)c1ccc(C(=O)NC(=S)Nc2ccc3nc(SC)sc3c2)cc1	-0.5	-20	-2	7	0.9	0	-7	1	3.3	1.3
Cc1ccc(N2C(=O)c3ccc(C(=O)NCCN4CCOCC4)cc3C2=O)cc1	-1.9	2	3	13	0.2	-1	-13	4	2.4	3.3
CC(=O)NC(=S)NNC(=O)COc1ccc(Br)cc1	0.3	4	16	-15	nt	0	15	nt	0.6	nt
O=S(=O)(Nc1ccc2ccccc2c1)N1CCCCC1	-1.9	3	1	1	nt	0	-1	-6	2.4	nt
CSc1ccc(N/N=C(/C#N)S(=O)(=O)C(C)(C)C)cc1	-0.2	6	-2	-4	-0.5	-3	4	1	3.6	2.2
Cc1cc(N2C(=O)C3C4CC(c5ccccc5)C(C4)C3C2=O)no1 (centres undefined)	0.2	-2	3	-6	-2.6	-3	6	1	3.6	0.3
CCOC(=O)C1CCN(S(=O)(=O)c2c(C)n(C)c(=O)n(C)c2=O)CC1	0.2	0	1	-35	-0.8	1	35	4	2.1	-0.3
Nc1ccc(-n2nncc2-c2ccc(Cl)cc2)cc1	-0.3	0	-14	20	-1.7	nt	-20	nt	2.5	0.3
CC(C)Nc1nnc(SCC(=O)/C=C2\N(C)c3ccccc3C2(C)C)s1	-0.3	-11	-5	-16	-0.8	8	16	-5	3.0	2.6
COc1ccc(CC(=O)OCC(=O)NCc2ccco2)cc1OC	-1.8	7	-1	-9	0.1	-3	9	-8	-1.4	1.4
CCOC(=O)C1=C(c2ccccc2)NC(=O)NC1c1ccsc1 (centres undefined)	-1.3	-5	12	-11	nt	0	11	nt	1.9	nt
COc1ccccc1CNC(=O)[C@H](C)NC(=O)[C@@H]1Cc2ccccc2CN1	-0.9	-4	-5	4	1.4	-1	-4	-1	-2.4	1.4

3 compounds from above with just E coli growth.
smiles,E coli growth
Nc1ccc(-n2nncc2-c2ccc(Cl)cc2)cc1,-1.7
CC(C)Nc1nnc(SCC(=O)/C=C2\N(C)c3ccccc3C2(C)C)s1,-0.8
COc1ccc(CC(=O)OCC(=O)NCc2ccco2)cc1OC,0.1

(further entries)
SMILES	CAL PDZ FP-2	MITF act	Tat export inh	SR-BI HDL uptake	E coli growth	Wnt bcat act	SR-BI DiI-HDL act	CAL PDZ FP-1	phage Ecoli inh	AddAB inh
COCc1ccc(CN2CCc3c([nH]c4ccccc34)C2C(C)(C)C)o1 (centres undefined)	0.6	-20	13	13	-2.5	0	-13	nt	2.5	0.8
O=C1NC(=O)N(C2CCCCC2)CC1Br (centres undefined)	-0.5	-4	-5	-17	nt	-4	17	-6	0.7	nt
COc1ccc(C(NC(=O)/C=C/c2ccco2)c2ccc(OC)c(OC)c2)cc1 (centres undefined)	-1.9	-8	-6	-8	-1.9	-3	8	-3	2.1	0.2
O=C(CN(C(=O)Cn1nnc(-c2ccccc2F)n1)c1cccc2c1CCCC2)NCc1ccccc1	-1.7	nt	3	2	0.8	nt	-2	-7	-3.6	1.4
COc1ccc(S(=O)(=O)NCc2ccc3c(c2)OCO3)cc1OC	-0.1	-12	-6	30	1.3	2	-31	-2	-0.6	2.0
COc1ccccc1CN1CC(C(=O)NCCN2CCNC2=O)CCC1=O (centres undefined)	-0.1	-2	3	-12	0.5	0	12	6	1.3	0.3
COC(=O)CCC(=O)OC1(C)C(=O)C=C2C=C(c3ccsc3)OC=C2C1=O (centres undefined)	1.3	-6	17	7	0.2	nt	-7	6	nt	2.9
Cc1c(C(=O)NCCCn2ccnc2)oc2ccccc12	0.0	-6	-5	-1	0.9	-1	1	-5	1.8	1.1
COc1cc(C(=O)NC2CCCc3ccccc32)cc(OC)c1C (centres undefined)	-1.9	-1	0	23	-1.6	0	-23	5	-0.5	-0.9
COc1ccc(CCNS(=O)(=O)c2cc3c(cc2C)NC(=O)CO3)cc1OC	0.0	nt	4	-22	-0.4	-1	22	nt	3.1	-0.5
Cc1noc2ncnc(Oc3ccccc3Cl)c12	-0.9	-9	1	-1	0.0	-1	1	nt	-0.1	1.9
O=C(NC1CCCCCC1)C1c2ccccc2C(=O)N1CCCN1CCOCC1 (centres undefined)	-0.4	14	7	-44	-2.0	20	44	nt	2.6	0.0
COc1cc(C(=O)NCC(=O)N/N=C(\C)Cc2ccccc2)cc(OC)c1OC	-2.4	3	0	-17	-0.2	-2	17	-3	1.4	-0.1
CCS(=O)(=O)c1ccc2oc(SCC(=O)NC3CCCC(C)C3C)nc2c1 (centres undefined)	0.0	0	0	44	0.5	-3	-44	1	3.9	-0.5
c1ccc2sc(NN=C3CCCCCC3)nc2c1	-2.3	0	-6	9	-2.3	nt	-9	-2	4.5	2.6
Cc1cccc(-c2c3c(=O)n(C)c(=O)n(C)c3cn2-c2ccccc2O)c1	-0.7	-11	-1	5	-2.1	2	-5	-5	0.3	0.0
O=C(Nc1ccn(Cc2ccccc2F)n1)c1ccc(COc2ccc(Br)cc2)cc1	-2.5	-8	0	57	1.8	nt	-57	nt	3.0	2.2
Cc1ccc(OC(C)C(=O)Nc2ccc(Cl)cn2)c([N+](=O)[O-])n1 (centres undefined)	-0.4	2	-1	11	1.2	0	-11	nt	3.9	0.2
Cc1ccc(NC(=O)C2CC(=O)N(c3ccc4c(c3)OCCO4)C2)cc1S(=O)(=O)N1CCCCCC1 (centres undefined)	-1.4	-22	15	36	-0.1	-1	-36	-2	1.4	1.2
CCCc1nc2oc3c(=O)[nH]cnc3c2c2c1COC(C)(C)C2	-2.3	-2	-8	nt	2.1	2	nt	-7	3.5	-0.4
COC1=CC(=Cc2c(N)n3nc(CC(=O)N4CCOCC4)sc3nc2=O)C=C(OC)C1=O	-2.8	1	-8	-13	-2.2	-1	13	-6	3.6	4.8
CN=c1scc(-c2cccs2)n1/N=C/c1ccc(O)c(O)c1O	-1.8	-1	2	24	9.6	3	-24	1	13*	11
O=C(NCCCN1CCCC1=O)C1CCN(S(=O)(=O)c2ccc(F)cc2)CC1	-1.2	12	2	-9	-2.8	-3	9	-5	2.1	-4.0
NS(=O)(=O)c1ccc(N=Nc2c(-c3ccccc3)[nH]n(-c3nc(-c4ccccc4)cs3)c2=O)cc1	-1.6	31	0	112*	2.2	-2	-112	-1	1.5	1.2
COc1ccccc1N(C(=O)c1snc(C(N)=O)c1N)C(C(=O)NCc1ccccc1)c1ccc(O)cc1 (centres undefined)	-2.9	nt	-8	nt	nt	-1	nt	0	0.4	nt
O=C(NCc1ccc(OC(F)(F)F)cc1)C1CCC(=O)N(C2CC2)C1 (centres undefined)	-2.0	4	-10	-12	nt	-1	12	-2	0.9	nt
CCOC(=O)C1CCN(c2cc(=O)n(C3CCCCC3)c(=O)[nH]2)CC1	-0.2	5	-13	6	2.0	nt	-6	-1	4.3	3.8
COc1ccc2sc(-c3ccccc3OC)c(C#CCCO)c2c1	-5.2	-17	1	4	0.9	1	-4	1	1.0	1.8
CCOC(=O)Cc1ccc(NCc2ccc(Cl)cc2)cc1	-0.2	4	0	-6	0.6	-2	6	-2	0.1	0.5
CCC(Oc1ccccc1)C(=O)Nc1nc2c(s1)C(=O)CC(C)(C)C2 (centres undefined)	-1.0	-12	-2	6	0.0	-6	-6	-2	4.4	0.8
